Source: PubChem (several laboratories)
MrgX1 agonist: activates human MrgX1 receptor signaling. Q96LB2. MrgX1-HEK293 cells, Fluo-4 calcium fluorescence, agonist mode; active compounds read high. B-score at 10 µM. 310,000 compounds, 0.44% hits. AID 588627;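 active means calcium response B-score plate-corrected fluorescence ratio at least 3 library SD, with starting fluorescence B-score inside 5 SD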
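Test system: Stable human MrgX1 HEK293 cell line | Schedule: Overnight plating before 1 h dye loading | Read-out basis: Baseline-normalised fluorescence change ratio, B-scored | Detection: Kinetic calcium dye fluorescence, Fluo-4 NW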
TRPC4 agonist: TRPC4 (mouse) channel activation. HEK293 TRPC4beta/mu-opioid, Fluo4 calcium fluorescence; active compounds read high. B-score at 10 µM. 310,000 compounds, 0.49% hits. AID 2237;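 active means B-score above 5 SD of library B-scores, and initial fluorescence ratio not above library mean plus 5 SD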;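 further: positive B-score marks a calcium rise read as TRPC4 activation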
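System: HEK293 cells stably co-expressing mouse TRPC4beta and mu-opioid receptor; Schedule: Fluo4 dye loading 45 min at room temperature, 110 s recording; Detection: Fluo4 fluorescence, kinetic; Evaluation: B-scored integrated calcium fluorescence ratio; Controls: buffer (low) and maximal DAMGO (high).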
TRPC4 PAM: allosteric potentiators of mouse TRPC4 channel | Q9QUQ5 | HEK293 TRPC4beta/mu-opioid, DAMGO EC20, Fluo-4 Ca2+ flux; active compounds read high | B-score at 10 µM | 310,000 compounds, 0.42% hits | AID 2227;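 active means B-score of calcium response area above 5 SD of library B-scores, with initial fluorescence ratio within 5 SD of library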;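 further: B-score of integrated fluorescence ratio over time as area under calcium response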
MrgX1 antag: human MrgX1 receptor antagonism, primary screen. Q96LB2. MRGX1-HEK293 calcium flux, Fluo-4, BAM8-22 antagonism; active compounds read low. B-score at 10 µM. 310,000 compounds, 1.3% hits;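 active means calcium-response B-score plate-corrected more than 3 library SD below zero, starting fluorescence within 5 deviations, no agonist response on first addition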;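 further: peak minus trough fluorescence over baseline after final BAM8-22 challenge near maximal dose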
ANO1 activ: mouse TMEM16A channel activation, primary screen; B-score at 10 µM; AID 623877; 340,000 compounds, 0.3% hits; HEK293 TMEM16A/YFP-H148Q/I152L, iodide quench fluorescence; active compounds read low; Q8BHY3;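 active means fluorescence-ratio B-score plate-corrected deviation score at least 3 library SD below zero, with starting fluorescence score within 5 deviations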;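 further: channel opened by trigger with iodide after compound preincubation; score built on the fluorescence ratio of max minus min over baseline; more negative score means more quench and so TMEM16A activation or potentiation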
TRPC6 activator: activates the mouse TRPC6 cation channel | Q61143 | HEK293-TRPC6 membrane potential dye fluorescence; active compounds read high | B-score at 10 µM | 310,000 compounds, 0.13% hits | AID 2550;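 active means B-score of the integrated fluorescence ratio above library mean plus 3 SD, and starting fluorescence ratio within library mean plus 5 SD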;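 further: higher score means more depolarization so channel activation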
Target sequence (Q61143 whole entry, looked up): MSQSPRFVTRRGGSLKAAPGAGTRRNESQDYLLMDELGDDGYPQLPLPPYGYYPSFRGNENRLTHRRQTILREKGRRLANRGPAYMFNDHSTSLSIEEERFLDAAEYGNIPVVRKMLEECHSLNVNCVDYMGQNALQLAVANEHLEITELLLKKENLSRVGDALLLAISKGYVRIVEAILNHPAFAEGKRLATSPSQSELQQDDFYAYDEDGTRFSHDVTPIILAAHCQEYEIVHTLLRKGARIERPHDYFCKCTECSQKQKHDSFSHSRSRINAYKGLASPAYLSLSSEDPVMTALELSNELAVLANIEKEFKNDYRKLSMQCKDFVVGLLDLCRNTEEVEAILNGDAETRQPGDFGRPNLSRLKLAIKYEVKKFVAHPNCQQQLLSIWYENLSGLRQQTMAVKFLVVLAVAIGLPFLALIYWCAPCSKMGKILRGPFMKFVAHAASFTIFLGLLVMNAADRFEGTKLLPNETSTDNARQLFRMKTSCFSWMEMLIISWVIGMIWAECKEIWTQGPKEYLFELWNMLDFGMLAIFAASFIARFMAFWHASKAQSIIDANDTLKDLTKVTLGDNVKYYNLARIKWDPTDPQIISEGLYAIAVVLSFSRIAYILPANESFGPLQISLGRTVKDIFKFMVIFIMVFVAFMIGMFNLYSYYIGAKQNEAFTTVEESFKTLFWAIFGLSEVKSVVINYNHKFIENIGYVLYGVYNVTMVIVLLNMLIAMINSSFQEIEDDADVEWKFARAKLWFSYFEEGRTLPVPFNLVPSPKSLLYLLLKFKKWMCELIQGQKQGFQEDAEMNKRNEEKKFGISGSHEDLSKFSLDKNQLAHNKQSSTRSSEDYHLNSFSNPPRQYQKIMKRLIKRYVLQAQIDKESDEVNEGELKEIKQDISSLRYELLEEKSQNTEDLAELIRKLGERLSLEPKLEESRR
SKKanGAS inh: inhibitors of SKKanGAS S. pyogenes growth in kanamycin (SK-promoter or general growth effect); BacTiter-Glo, 6 h; inhibition, % at 7.5 µM; 300,000 compounds, 1.3% hits; AID 1662;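 active means mean replicate score, as percent of positive control median, at least 50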;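 further: strain carries kanamycin resistance gene driven by streptokinase promoter and grows in 40 µg/ml kanamycin; loss of luminescence reflects streptokinase promoter inhibition or plain growth inhibition; 0% = median of DMSO wells and 100% = positive control at its reference dose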
TMEM16A inh: blocks the mouse calcium-activated chloride channel TMEM16A | HEK293 TMEM16A/YFP iodide influx fluorescence, ionomycin | normalized B-score (activity score, 25-100; higher = stronger inhibition) at 10 µM | 310,000 compounds, 1.2% hits;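 active means ratio plate-corrected score three or more library SD toward inhibition, starting fluorescence score within five deviations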;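 further: score derived from kinetic fluorescence span divided by baseline fluorescence per well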
MrgX1 allo act: allosterically activates human MrgX1 receptor signaling. B-score at 10 µM. 310,000 compounds, 0.63% hits. AID 588675. MrgX1-HEK293, Fluo-4 calcium flux, FDSS; active compounds read high. Q96LB2;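 active means plate-corrected calcium response at least 3 library SD above typical, normal starting fluorescence, not activating the receptor alone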;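 further: compound read alongside a low EC10 to EC30 dose of BAM8-22 agonist; peak minus trough fluorescence over baseline measured at the second addition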
TRPC6 inhibitor: mouse TRPC6 channel inhibition; HEK293-TRPC6, membrane potential dye, ACh-evoked depolarization; active compounds read low; Q61143; B-score at 10 µM; 310,000 compounds, 1.1% hits;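 active means B-score under library mean minus 3 SD, initial fluorescence not abnormally high, positive integrated signal ratio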;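 further: B-score derived from integrated fluorescence ratio over the kinetic read; more negative B-score means stronger inhibition of depolarization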
TRPC4 inh: inhibitors of mouse TRPC4 channel; Q9QUQ5; HEK293 TRPC4beta/mu-opioid, DAMGO-evoked Fluo4 calcium flux; active compounds read low; B-score at 10 µM; 300,000 compounds, 0.39% hits;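 active means B-score over 3 SD under the library average, no early fluorescence shift, positive overall ratio signal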
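Material: HEK293 cells with stable TRPC4beta plus mu-opioid receptor expression; probe or stimulus: DAMGO in two steps, submaximal then maximal; technique: Fluo4 calcium fluorescence by kinetic imaging, 5 s 1 Hz baseline; measure: integrated fluorescence ratio relative to baseline, converted to per-well B score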
* = called active by the depositor; i = inactive; nt = no result given.

SMILES	MrgX1 agonist	TRPC4 agonist	TRPC4 PAM	MrgX1 antag	ANO1 activ	TRPC6 activator	SKKanGAS inh	TMEM16A inh	MrgX1 allo act	TRPC6 inhibitor	TRPC4 inh
Cc1ccc(CNC(=O)C(=O)NCC2OCCCN2S(=O)(=O)c2cccs2)cc1 (configuration not stated)	i	i	i	i	i	i	-2	i	i	i	i
CCOc1ccc(S(=O)(=O)N(CC(N)=O)c2ccc(C)cc2)cc1	i	i	i	i	i	i	3	i	i	i	i
COc1ccc(NC(=O)C2CCCN2C(=O)Nc2cccc(F)c2)cc1 (configuration not stated)	i	i	i	i	i	i	-4	i	i	i	i
CS(=O)(=O)NN1C(=O)c2ccccc2NC1c1ccccc1O (configuration not stated)	i	i	i	i	i	i	-7	i	i	i	i
CC(C)c1nc(=S)n(-c2ccccc2)[nH]1	i	i	i	i	i	i	3	i	i	i	i
Cc1nnsc1C(=O)N/N=C/c1c(F)cccc1Cl	i	i	i	i	i	i	-2	i	i	i	i
O=C(NCCN1CCCCCC1)C1CC(=O)N(CCc2ccccc2)C1 (configuration not stated)	i	i	i	i	i	i	-3	i	i	i	i
COc1ccc(CCNC(=O)Cn2ccc3cc(S(=O)(=O)N4CCCC4)ccc32)cc1OC	i	i	i	i	i	i	2	i	i	i	i
Cc1ccc(/C=N/NC(=O)C(C)Oc2ccccc2[N+](=O)[O-])s1 (configuration not stated)	i	i	i	i	i	i	-1	i	i	i	i
CC(=O)[C@@]1(O)CC[C@H]2[C@@H]3CCC4=CC(=O)CC[C@]4(C)[C@H]3[C@@H](O)C[C@@]21C	48*	i	i	i	i	i	15	100*	i	i	i
Cc1c(C(=O)OCC(=O)N2CC(=O)Nc3ccccc32)oc2ccccc12	i	i	i	i	i	i	-1	i	i	i	i
COc1ccccc1-n1cnc2sc(-c3ccccc3)cc2c1=O	i	i	i	i	i	i	-1	i	i	i	i
Nc1cc(S(=O)(=O)Nc2ccccc2Cl)ccc1N1CCCC1	i	i	i	i	i	i	-5	i	i	i	i
CC(C(=O)O)N(c1ccccc1Cl)S(C)(=O)=O (configuration not stated)	i	nt	nt	i	i	nt	nt	i	i	nt	nt
CN(C)CCCNC(=S)N(CCN(C)C)Cc1cc2cc3c(cc2[nH]c1=O)OCCO3	i	i	i	i	i	i	0	i	i	i	i
Cc1cccc(-c2oc3ccc(-c4ccc5c(c4)OCO5)cc3c2-c2ccc(OC3CCCCO3)cc2)c1 (configuration not stated)	i	i	i	i	i	i	14	i	i	i	i
CCOC(=O)N1CCN(CC(=O)Nc2nc3ccccc3s2)CC1	i	i	i	i	i	i	-3	i	i	i	i
O=C(NC(Cc1ccccc1)C(=O)O)/C(=C/c1ccccc1)NC(=O)c1cccc(Br)c1 (configuration not stated)	i	i	i	i	i	i	-4	i	i	i	i
Nc1nc(C2CCOCC2)cs1	i	i	i	i	i	i	9	i	i	i	i
CC(=O)Nc1ccc2nc(NC(=O)COc3ccccc3C)sc2c1	i	i	i	i	i	i	-7	i	i	i	i
O=C(O)c1ccc(CNCc2ccccc2Cl)cc1	i	i	i	i	i	i	1	i	i	i	i
NCCc1nnc(SCc2c(Cl)cccc2Cl)o1	i	i	i	i	i	i	-4	i	i	i	i
Cc1ccc(C(C(=O)NC2CCCC2)N(C(=O)Cc2cccs2)c2ccc3c(c2)OCCO3)cc1 (configuration not stated)	i	i	i	i	i	i	3	i	i	i	i
CCNc1nc(NCC)n2c(SCC(=O)Nc3ccccc3C(F)(F)F)nnc2n1	i	i	i	i	i	i	-7	i	i	i	i
Cn1c(-c2ccc(C(C)(C)C)cc2)n[nH]c1=S	i	i	i	i	i	i	13	i	i	i	i
SMILES	MrgX1 agonist	TRPC4 agonist	TRPC4 PAM	MrgX1 antag	ANO1 activ	TRPC6 activator	SKKanGAS inh	TMEM16A inh	MrgX1 allo act	TRPC6 inhibitor	TRPC4 inh
O=C(Cn1c(COc2ccccc2)nc2ccccc21)Nc1cc(Cl)cc(Cl)c1	i	i	i	i	i	i	11	i	i	i	i
CC(=O)c1ccc2c(c1)CC(C)C(=O)N2C (configuration not stated)	i	i	i	i	i	i	0	i	i	i	i
c1ccn2c(CNc3ncnc4sccc34)nnc2c1	i	i	i	i	i	i	-5	i	i	i	i
CCn1c(NCc2ccc(OC)cc2)nc2ccccc21	i	i	i	i	i	i	12	i	i	i	i
Cc1ncccc1C(=O)N1CCCC(CCC(=O)N2CCN(c3ccccn3)CC2)C1 (configuration not stated)	i	i	i	i	i	i	1	i	i	i	i
O=C(O)/C=C/c1cn(-c2ccccc2)nc1-c1cccs1	i	i	i	i	i	i	5	i	i	i	i
CCCC(=O)NCCCCNC(=O)CCC	i	i	i	i	i	i	-4	i	i	i	i
Cc1ccc(S(=O)(=O)Nc2cccc(C(=O)NCC3CCCO3)c2)cc1F (configuration not stated)	i	i	i	i	i	i	-4	i	i	i	i
COc1ccc(N2CCN(C(=O)c3ccc4c(=O)n(CC5CCCO5)c(=O)[nH]c4c3)CC2)cc1 (configuration not stated)	i	i	i	i	i	i	-1	i	i	i	i
Cc1oc2c(CN3CCCCC3)c(O)ccc2c(=O)c1-c1ccc(Cl)cc1	i	i	i	i	i	i	-1	i	i	i	i
COc1ccc(CCNC(=O)Cn2c(=O)oc3cc(Cl)ccc32)cc1OC	i	i	i	i	i	i	0	i	i	i	i
O=C(NCc1ccc(C(=O)O)cc1)OCc1ccccc1	i	i	i	i	i	i	-6	i	i	i	i
Cc1nc2ccccc2nc1N1CCC(C)CC1	i	i	i	i	i	i	11	i	i	i	i
CCc1c(C)nc(SCC(=O)Nc2ccc(Br)cc2)[nH]c1=O	i	i	i	i	i	i	11	i	i	i	i
CCOc1ccccc1/C=C(/C#N)C(N)=O	i	i	i	i	i	i	-2	i	i	i	i
Cc1cc(Cl)c(S(=O)(=O)N2CC(C)OC(C)C2)cc1OCC(N)=O (configuration not stated)	i	i	i	i	i	i	3	i	i	i	i
O=C(CN1CCN(c2ccc(F)cc2)CC1)N1CCOCC1	i	i	i	i	i	i	10	i	i	i	i
CS(=O)(=O)N(CCc1ccccc1)CC(=O)N1CCCC1	i	i	i	i	i	i	-6	i	i	i	i
C/C(=N\NC(=O)Cc1ccc(O)cc1)c1cccnc1	i	i	i	i	i	i	-8	i	i	i	i
Nc1nonc1-n1nnc(C(=O)N/N=C/c2cc(Br)ccc2O)c1CSC1=NCCS1	i	i	i	i	i	i	107*	i	i	i	i
NC(=O)COC(=O)c1ccccc1OCc1ccc(Cl)cc1	i	i	i	i	-25*	i	-1	i	i	i	i
N=c1n(CC(=O)c2ccc([N+](=O)[O-])cc2)c2ccccc2n1Cc1ccccc1	i	i	i	i	i	i	5	i	i	i	i
COc1cc(C(=S)N2CCOCC2)ccc1OC(=O)c1cc([N+](=O)[O-])c(C)c([N+](=O)[O-])c1	i	i	i	i	i	i	10	i	i	i	i
O=S(=O)(CCc1nc2ccccc2o1)c1ccc2ccccc2c1	i	i	i	i	i	i	-7	i	i	i	i
CCOc1ccc(-c2c(=O)n(OCC)c3ccccc3[n+]2[O-])cc1	i	i	i	i	i	i	-3	i	i	i	i

The last 2 compounds of the part before come first, to join the parts.
SMILES	MrgX1 agonist	TRPC4 agonist	TRPC4 PAM	MrgX1 antag	ANO1 activ	TRPC6 activator	SKKanGAS inh	TMEM16A inh	MrgX1 allo act	TRPC6 inhibitor	TRPC4 inh
O=S(=O)(CCc1nc2ccccc2o1)c1ccc2ccccc2c1	i	i	i	i	i	i	-7	i	i	i	i
CCOc1ccc(-c2c(=O)n(OCC)c3ccccc3[n+]2[O-])cc1	i	i	i	i	i	i	-3	i	i	i	i
Cc1cc(/C=C2/SC(=O)N(CC(=O)N3CCOCC3)C2=O)c(C)n1-c1ccccc1F	i	i	i	i	i	i	-18	i	i	i	i
Cc1ccc(C(=O)Nn2c(N)c(S(=O)(=O)c3ccc(C)cc3)c3nc4ccccc4nc32)cc1	i	i	i	i	i	i	-1	i	i	i	i
CCOC(=O)C1CCN(C(=O)CCc2c(C)nc3c(-c4ccc(F)cc4)c(C)nn3c2C)CC1	i	i	i	i	i	i	5	i	i	i	i
COc1ccc(NC(=O)c2cc(S(=O)(=O)N3CCS(=O)(=O)CC3)ccc2Cl)cc1	i	i	i	i	i	i	-4	i	i	i	i
CCn1c(=O)c2cc(S(=O)(=O)NCCOc3ccccc3)ccc2n(CC)c1=O	i	i	i	i	i	i	-6	i	i	i	i
O=C(CCn1c(=O)oc2ccc(Cl)cc21)N1CCN(Cc2ccccc2)CC1	i	i	i	i	i	i	-7	i	i	i	i
CC(C)(C)Cc1nnc(NC(=O)c2ccco2)s1	i	i	i	i	i	i	-2	i	i	i	i
Cc1cc(Cl)ccc1OC(C)c1nnc(N)s1 (configuration not stated)	i	i	i	i	i	i	-3	i	i	i	i
COCc1cc(CN2CCN(CCc3ccccc3)C(CCO)C2)ccc1OC (configuration not stated)	i	i	i	i	i	i	-3	i	i	i	i
COC(=O)c1cnn(C(=O)c2ccccc2Br)c1N	i	i	i	i	i	i	-2	i	i	i	i
CCOC(=O)c1csc(-c2snnc2C)n1	i	i	i	i	i	i	-6	i	i	i	i
CN(C)CCCn1c(SCc2c(Cl)cccc2Cl)nnc1-c1ccncc1	i	i	i	i	i	i	-2	i	i	i	i
O=C(NOC(=O)c1c(F)cccc1Cl)c1ccc(Cl)c(Cl)c1	i	i	i	i	i	i	-4	i	i	i	i
O=C(NCc1ccncc1)C(=O)Nc1nccs1	i	i	i	i	i	i	3	i	i	i	i
O=C(COC(=O)C1=COCCO1)Nc1cccc(S(=O)(=O)N2CCOCC2)c1	i	i	i	i	i	i	-3	i	i	i	i
CCCCCCc1cc2cc(C(=O)Nc3ccc(OC)cc3)c(=O)oc2cc1O	i	i	i	i	i	i	0	i	i	i	i
Cc1ccc(C)c(N2CCN(CC3CC=CCC3)CC2)c1 (configuration not stated)	i	i	i	i	i	i	25	i	i	i	i
CC(N=Cc1nc(-c2ccccc2)oc1O)c1ccccc1 (configuration not stated)	i	i	i	i	i	i	-8	i	i	i	i
